# PLCb3 inh – human PLC-beta3 inhibitors, primary screen, biochemical, fluorescence | Purified PLC-beta3, fluorogenic substrate | 370,000 compounds, 0.18% hits | inhibition, % at 12.2 µM; in the data active = inhibition above about 11%;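 also: 0% = median of compound wells on plate and 100% = full blocker control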
# DAX1 inh-1 – DAX1 (NR0B1) inhibitors on StAR promoter, primary screen, cell-based, luminescence, SF-1 (NR5A1), full-length DAX-1; 370,000 compounds, 1.1% hits; AID 652010, 2013; inhibition, % at 6.8 µM; HEK293T StAR-luciferase reporter, SF-1/DAX-1 repression relief;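 active = inhibition above the mean over all tested compounds plus 3 SD, cut at about 3.6% in these data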;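 also: 0% = DAX-1 cells with DMSO and 100% = cells lacking DAX-1 with DMSO; higher inhibition means more luminescence from relief of DAX-1 repression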
# DAX1 inh-2 – DAX1 (NR0B1) inhibitors, primary screen, cell-based, HEK293, Gal4-DAX1, luciferase luminescence; HEK293 Gal4-DAX1 luciferase reporter; Nuclear receptor subfamily 0 group B member 1 (Homo sapiens), P51843; 340,000 compounds, 0.99% hits; inhibition, % at 6.75 µM; AID 504766, 2011;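 active = inhibition above the mean over all tested compounds plus 3 SD, cut at about 4.2% in these data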;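 also: 0% = DAX1-transfected cells with DMSO and 100% = empty-vector control cells with DMSO; inhibition shows as a rise in luminescence from relieved DAX1 repression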
# Target sequence (P51843 207-470 limits assumed): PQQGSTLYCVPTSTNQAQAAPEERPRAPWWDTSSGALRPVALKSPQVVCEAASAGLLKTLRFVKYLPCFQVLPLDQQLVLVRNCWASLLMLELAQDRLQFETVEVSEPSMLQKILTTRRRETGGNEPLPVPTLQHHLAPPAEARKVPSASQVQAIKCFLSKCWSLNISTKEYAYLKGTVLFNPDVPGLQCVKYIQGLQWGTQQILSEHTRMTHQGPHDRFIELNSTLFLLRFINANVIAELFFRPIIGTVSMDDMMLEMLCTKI
# sPLA2-III inh – human group III sPLA2 inhibitors, primary screen, biochemical, QFRET, BODIPY PC-A2 liposome substrate. Group 3 secretory phospholipase A2 (Homo sapiens), Q9NZ20. QFRET BODIPY PC-A2 liposome hydrolysis, fluorescence. inhibition, % at 12.2 µM. 370,000 compounds, 0.56% hits;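 active = inhibition above mean plus 3 SD of compounds lying within the high and low control bounds, cut at about 19% in these data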;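 also: 0% = median of test compound wells and 100% = no enzyme DMSO wells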
# Rev-erbA mod – modulators of Rev-erb alpha DNA binding, primary screen, biochemical, FITC-DNA, fluorescence polarization, uHTS. Nuclear receptor subfamily 1 group D member 1 (Homo sapiens), P20393. activity, % at 10 µM. 370,000 compounds, 0.79% hits. Rev-erbα–FITC-DNA binding, 90 min. AID 1259318, 2017;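 active = activity above about 14%, limit read from the data; passing the limit was not always enough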;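 also: 0% = DMSO wells with 35 nM protein and 100% = DMSO wells with 750 nM protein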
# Target sequence (P20393 whole entry, looked up): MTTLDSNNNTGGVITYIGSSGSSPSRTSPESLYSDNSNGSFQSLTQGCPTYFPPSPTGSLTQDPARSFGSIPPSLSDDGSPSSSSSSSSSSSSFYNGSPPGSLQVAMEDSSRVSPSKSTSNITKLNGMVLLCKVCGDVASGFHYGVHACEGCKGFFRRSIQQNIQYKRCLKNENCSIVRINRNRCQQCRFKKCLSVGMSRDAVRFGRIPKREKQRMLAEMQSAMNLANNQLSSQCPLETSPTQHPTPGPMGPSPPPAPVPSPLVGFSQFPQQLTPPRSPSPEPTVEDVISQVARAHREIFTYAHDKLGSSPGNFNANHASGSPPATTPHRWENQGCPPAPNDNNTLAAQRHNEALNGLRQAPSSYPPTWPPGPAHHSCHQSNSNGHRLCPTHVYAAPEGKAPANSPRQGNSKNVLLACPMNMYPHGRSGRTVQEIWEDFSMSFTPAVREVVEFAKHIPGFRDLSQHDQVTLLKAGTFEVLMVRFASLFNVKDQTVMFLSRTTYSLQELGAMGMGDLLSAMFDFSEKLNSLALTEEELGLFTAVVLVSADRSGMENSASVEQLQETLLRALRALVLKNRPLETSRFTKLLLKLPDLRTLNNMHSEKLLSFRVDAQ
# hcDAF-12 act – H. contortus DAF-12 nuclear receptor activators, primary screen, cell-based, luminescence, HEK293, lit1-tk-luc reporter; HEK293 hcDAF-12 lit1-tk-luc reporter; 0% DMSO, 100% Δ7-dafachronic acid; activation, % at 6.8 µM; 370,000 compounds, 1.4% hits;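 active = activation above the mean of all tested compounds plus 3 SD, cut at about 5.5% in these data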;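 also: 100% = response to 3 µM Δ7-dafachronic acid high control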
# SMARCA2 act – SMARCA2 (BRM) function activators, primary screen, cell-based, luminescence, high throughput. MG213 cells, MMTV-luciferase reporter, dexamethasone, overnight. activation, % at 9.1 µM. 370,000 compounds, 1% hits. AID 652017, 2013; in the data active = activation above about 7.8%;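 also: 0% = vehicle wells and 100% = reference activator wells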
# GAA850 FXN act – FXN promoter activators, primary screen, cell-based, luciferase luminescence, HEK293 lucGAA850. HEK293 lucGAA850 FXN promoter luciferase reporter, 24 h; percent of 10 µM SAHA response. activation, % at 6 µM. 360,000 compounds, 0.56% hits;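 active = activation above the average of all compounds screened plus 3 SD, cutoff fixed separately per campaign, cut at about 7.5% in these data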;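 also: 0% = DMSO wells and 100% = 10 µM SAHA wells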
# hgDAF-12 ag – H. glycines DAF-12 receptor agonists, primary screen, cell-based, luminescence, HEK293, GAL4 fusion, UAS-luciferase. Nuclear hormone receptor DAF-12 (Heterodera glycines), GAL4 fusion. HEK293 GAL4-hgDAF12 UAS-luciferase reporter, agonist luminescence; normalized to butyrate control. activation, % at 6.8 µM. 370,000 compounds, 1.8% hits. AID 687014, 2013;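 active = activation above a cutoff set at the mean of all screened compounds plus 3 SD, cut at about 10% in these data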;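 also: 0% = DMSO wells and 100% = sodium butyrate wells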
# ssDAF12 agonist – S. stercoralis DAF-12 nuclear receptor activators, primary screen, cell-based, luminescence, HEK293, GRIP1 co-expression, lit1-tk-luc | HEK293 ssDAF-12/GRIP1 lit1-tk-luc reporter; % of 3 µM dafachronic acid response | 370,000 compounds, 1% hits | activation, % at 6.8 µM;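 active = activation above the mean over all tested compounds plus 3 SD, cut at about 0.9% in these data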;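 also: 0% = DMSO-only wells and 100% = 3 µM delta7-dafachronic acid wells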
# PG9 binder – binders of HIV-1 gp120 antibody PG9, primary screen, biochemical, TR-FRET | HIV-1 gp120 / PG9 antibody interaction | TR-FRET gp120-PG9 antibody binding | inhibition, % at 6.7 µM | 360,000 compounds, 0.43% hits; in the data active = inhibition above about 8.5%
# An asterisk follows results filed as active; nt = no result given; & = joins results of further samples.
SMILES,PLCb3 inh,DAX1 inh-1,DAX1 inh-2,sPLA2-III inh,Rev-erbA mod,hcDAF-12 act,SMARCA2 act,GAA850 FXN act,hgDAF-12 ag,ssDAF12 agonist,PG9 binder
COc1ccc(Br)cc1CNC(=O)CCc1nc(-c2ccc(C)cc2)no1,0,-0.2,1.2,-1,-2,-0.6,0,-1.4,-0.6,-1.3,-1.2
O=C(NCc1ccccc1F)C1CCN(S(=O)(=O)c2ccccc2)CC1,-2,0.4,-0.6,-6,0,-1.3,-1,1.1,-0.7,-0.9,-1.1
CCOc1ccccc1CN1CCNC(=O)C1CC(=O)N(C)C1CCOCC1 (stereo not given),-15,0.3,0.4,5,1,0.5,-2,-0.3,-0.8,-0.5,-3.5
COc1ccc2[nH]c3c(=S)nc[nH]c3c2c1,-186,0.4,0.6,7,0,0.8,9.7*,1.3,5.2,-1.1,50*
COc1ccccc1C(=O)NCC1CCN(c2ccc(S(=O)(=O)N3CCOCC3)cc2)CC1,0,-0.9,-1.9,-4,1,-1.7,0,-0.5,-3.0,-1.7,-0.6
CCOC(=O)C1(C)CCCCN1C(=O)c1ccc(N(C)C)cc1 (stereo not given),4,0.3,nt,1,-1,-1.3,1,-1.0,-1.9,-1.6,-2.2
CCn1nnnc1SCC(=O)N1CCCc2ccccc21,11*,-0.5,1.1,0,4,0.0,0,-1.3,-0.2,-0.7,-0.1
CCn1c(SCC(=O)N2CC(=O)Nc3ccccc32)nnc1-c1ccoc1C,-3,-1.0,-0.2,-5,1,-1.2,-1,2.0,1.6,-0.9,0.2
CCOC(=O)C1CCCN(CCC(C)c2ccccc2)C1 (stereo not given),0,-0.1,-0.8,3,-7,-0.1,1,-1.1,2.5,-1.5,1.9
CC(C)n1c(SCC(=O)Nc2nc3c(s2)CCCC3)nc2c1c(=O)n(C)c(=O)n2C,4,-2.5,-2.1,-8,6,-3.5,0,-2.0,-2.5,-1.7,-1.6
CN(CC(=O)Nc1c(Cl)cccc1Cl)C(=O)C1CC(=O)N(Cc2ccccc2)C1 (stereo not given),1,1.4,-1.3,7,-4,-1.3,-3,0.1,-1.7,-1.3,0.5
CC(N)C12CC3CC(CC(C3)C1)C2 (stereo not given),-3&-5,0.2&0.8,-1.0&0.9,2&13,-4&-2&-4,-0.7&-0.6,3&-6,-0.1&1.4,-0.5&-0.2,-1.3&-0.8,-2.0&-0.6
NS(=O)(=O)c1cc2c(cc1Cl)NC(Cc1ccccc1)NS2(=O)=O (stereo not given),-3,-0.1,2.3,11,7&-3,-1.0,-2,-1.6,-0.2,-1.2,0.0
Fc1ccc(CCn2c(Cn3c(-c4cnccn4)nc4ccccc43)nc3ccccc32)cc1,-17,-1.1,nt,-1,6,0.5,1,nt,1.9,-0.3,-0.7
CCc1nc2sc(C(=O)O)c(N)c2c2c1CCCC2,-10,0.7,-0.8,-3,-2,-0.9,-1,0.8,2.5,-0.7,3.1
CC(OC(=O)CCCc1c[nH]c2ccccc12)C(=O)Nc1ccc(S(N)(=O)=O)cc1 (stereo not given),-8,0.0,0.7,-73,3,-2.8,0,0.8,2.3,-0.7,0.0
CCn1c(C)nc2cc(C(=O)NNC(=S)Nc3ccc(Cl)cc3Cl)ccc21,-5,-0.4,-1.1,11,-3,-2.0,5,1.8,1.4,-1.2,-2.1
Cc1ccc(S(=O)(=O)N/N=C/c2cn(C)nc2C)cc1,3,0.7,-0.4,-1,-4,-0.5,0,1.7,-1.3,-1.1,-0.5
CCCCc1nnc(NC(=O)C2CCCO2)s1 (stereo not given),-1,0.1,2.7,2,1,1.9,5,1.7,5.4,0.4,0.2
CN(C1CCCCC1)S(=O)(=O)c1ccc(NC(=O)CCC(=O)O)cc1,4,-0.2,0.6,-5,-6,1.4,1,-1.9,-0.4,-0.8,-1.7
Cc1nn2c(NCc3ccccn3)c3c(nc2c1-c1ccccc1)CCC3,-48,0.7,nt,12,0,-0.8,-4,-0.8,1.7,-0.7,-2.4
CCOc1cc(NC(=S)NCCCN2CCOCC2)c(OCC)cc1NC(=O)c1ccc(OC)cc1,-30,-0.3,1.2,-2,-1,-1.5,-4,0.8,-1.8,-1.6,-0.5
CC(C)Oc1ccc(C(=O)/C=C2/C(=O)Nc3ccccc32)cc1,-12,-0.5,-0.9,5,2,-0.6,2,3.6,0.0,-0.6,-0.5
COC(=O)c1cc2c(c3c4cc(OC)ccc4n(S(=O)(=O)c4cccc(C)c4)c13)C(=O)N(C)C2,-65,-0.7,nt,1,-1,-0.2,-2,nt,-0.5,-1.2,0.4
CCCCCC(=O)Nc1ccc(Cl)cn1,4,0.4,0.2,0,1,1.9,5,6.1,3.5,-0.5,-1.9

# Continuation.
SMILES,PLCb3 inh,DAX1 inh-1,DAX1 inh-2,sPLA2-III inh,Rev-erbA mod,hcDAF-12 act,SMARCA2 act,GAA850 FXN act,hgDAF-12 ag,ssDAF12 agonist,PG9 binder
CN(C)S(=O)(=O)c1ccc(NC(=O)COC(=O)Cn2[nH]c(=O)c3ccccc3c2=O)cc1,-4,0.0,1.2,-5,3,-1.5,0,3.1,-5.8,-1.3,-2.2
CCc1nc2c(OCc3ccc(C(F)(F)F)cc3)cccn2c1N(C)C(C)=O,-13,-1.3,nt,10,6,-1.3,-1,0.3,-4.6,-1.9,-1.9
CC(=O)Oc1ccc(Cn2c(C)c(C(=O)N(C)Cc3ccc(F)cc3)sc2=O)cc1,3,-0.1,nt,-10,-4,-2.7,0,-3.0,0.4,-1.6,-1.5
COc1cccc(Cn2cc(COC(=O)N3CCCC3)nn2)c1,-4,0.3,nt,12,-3,-2.1,-6,nt,-0.6,-1.6,nt
COc1ccc(C(C(=O)NCC2CCCO2)N(Cc2ccco2)C(=O)c2snc(C(N)=O)c2N)cc1OC (stereo not given),-73,-0.1,-0.7,2,4,-1.8,3,-1.1,-0.7,0.6,-0.2
O=C(Nc1nc2ccccc2[nH]1)c1ccccc1,-2,2.2,-0.9,4,-1,13*,5,-0.8,14*,1.4*,-2.5
CCOC(=O)NC1CCS(=O)(=O)C1 (stereo not given),1,0.4,-0.9,1,-3,3.0,3,0.1,4.2,0.2,-0.6
CN(Cc1ccccc1)CC(O)COc1ccc(CNCc2ccc(Cl)s2)cc1 (stereo not given),-2,0.5,-0.1,-12,2,-1.6,-2,-1.8,-0.9,-0.6,-1.6
COc1ccccc1CCNC(=O)CSc1nc2c([nH]1)c(=O)n(C)c(=O)n2C,1,-0.2,nt,5,-2,1.6,-2,nt,-2.0,-1.0,nt
COc1cc(OC)cc(C(=O)Nc2ccc(S(=O)(=O)Nc3ccccn3)cc2)c1,-3,-0.2,1.6,-16,25*,-2.4,-5,0.8,2.4,-0.8,-2.2
COc1cc(CN2CCN(C(=O)CC(C)C)CC2)cc(OC)c1OC,0,0.1,1.1,1,-2,-0.4,4,-0.4,-0.6,-0.8,0.5
C/C(=N\NC(=O)c1nnn(-c2nonc2N)c1C)c1ccc(-c2ccccc2)cc1,-6,0.1,-0.7,-1,-3,-1.1,2,1.3,-1.0,-0.7,-1.2
CCOC(=O)C1CCCN(C(=O)CN2C(=O)C(CC)Oc3ccc(C)cc32)C1 (stereo not given),-10,0.2,0.7,-1,-2,-0.8,2,-2.0,0.1,-0.6,-2.6
COc1ccc(NS(=O)(=O)c2ccc(NC(=O)C(C)(C(F)(F)F)C(F)(F)F)cc2)nn1,-1,-0.4,0.5,-5,-1,-0.2,0,2.6,-0.4,-1.1,-0.1
CC(=O)OC1COC(n2ccc3ccccc32)C(OC(C)=O)C1OC(C)=O (stereo not given),3,0.2,1.0,3,-1,3.5,-2,-0.6,0.5,-0.1,0.6

# Not a retest: entries from further up.
SMILES,PLCb3 inh,DAX1 inh-1,DAX1 inh-2,sPLA2-III inh,Rev-erbA mod,hcDAF-12 act,SMARCA2 act,GAA850 FXN act,hgDAF-12 ag,ssDAF12 agonist,PG9 binder
COc1ccc(C(C(=O)NCC2CCCO2)N(Cc2ccco2)C(=O)c2snc(C(N)=O)c2N)cc1OC (stereo not given),-73,-0.1,-0.7,2,4,-1.8,3,-1.1,-0.7,0.6,-0.2
O=C(Nc1nc2ccccc2[nH]1)c1ccccc1,-2,2.2,-0.9,4,-1,13*,5,-0.8,14*,1.4*,-2.5
CCOC(=O)NC1CCS(=O)(=O)C1 (stereo not given),1,0.4,-0.9,1,-3,3.0,3,0.1,4.2,0.2,-0.6
CN(Cc1ccccc1)CC(O)COc1ccc(CNCc2ccc(Cl)s2)cc1 (stereo not given),-2,0.5,-0.1,-12,2,-1.6,-2,-1.8,-0.9,-0.6,-1.6
COc1ccccc1CCNC(=O)CSc1nc2c([nH]1)c(=O)n(C)c(=O)n2C,1,-0.2,nt,5,-2,1.6,-2,nt,-2.0,-1.0,nt
COc1cc(OC)cc(C(=O)Nc2ccc(S(=O)(=O)Nc3ccccn3)cc2)c1,-3,-0.2,1.6,-16,25*,-2.4,-5,0.8,2.4,-0.8,-2.2
COc1cc(CN2CCN(C(=O)CC(C)C)CC2)cc(OC)c1OC,0,0.1,1.1,1,-2,-0.4,4,-0.4,-0.6,-0.8,0.5
C/C(=N\NC(=O)c1nnn(-c2nonc2N)c1C)c1ccc(-c2ccccc2)cc1,-6,0.1,-0.7,-1,-3,-1.1,2,1.3,-1.0,-0.7,-1.2
CCOC(=O)C1CCCN(C(=O)CN2C(=O)C(CC)Oc3ccc(C)cc32)C1 (stereo not given),-10,0.2,0.7,-1,-2,-0.8,2,-2.0,0.1,-0.6,-2.6
COc1ccc(NS(=O)(=O)c2ccc(NC(=O)C(C)(C(F)(F)F)C(F)(F)F)cc2)nn1,-1,-0.4,0.5,-5,-1,-0.2,0,2.6,-0.4,-1.1,-0.1
CC(=O)OC1COC(n2ccc3ccccc32)C(OC(C)=O)C1OC(C)=O (stereo not given),3,0.2,1.0,3,-1,3.5,-2,-0.6,0.5,-0.1,0.6

# Rows are unselected (roughly 7% active in at least one column).
